Bioassay records: PubChem BioAssay, several laboratories
FAK inh: FAK (human) kinase inhibition; biochemical FAK kinase activity assay; inhibition, %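 (tested at 7 µM)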; 0.84% of 97,000 active; in the data active = inhibition above about 19%;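 note: 0% = DMSO and 100% = reference compound high control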
ERa coact inh: blocks coactivator binding to human estrogen receptor alpha | P03372 | TR-FRET ER-alpha LBD / SRC-1 peptide, estradiol-bound | inhibition, % at 25.6 µM | 1.7% of 86,000 active; in the data active = inhibition above about 50%;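 note: 0% = receptor plus peptide control and 100% = peptide only without receptor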
Target sequence (P03372 whole entry, looked up, the tested form may be a part): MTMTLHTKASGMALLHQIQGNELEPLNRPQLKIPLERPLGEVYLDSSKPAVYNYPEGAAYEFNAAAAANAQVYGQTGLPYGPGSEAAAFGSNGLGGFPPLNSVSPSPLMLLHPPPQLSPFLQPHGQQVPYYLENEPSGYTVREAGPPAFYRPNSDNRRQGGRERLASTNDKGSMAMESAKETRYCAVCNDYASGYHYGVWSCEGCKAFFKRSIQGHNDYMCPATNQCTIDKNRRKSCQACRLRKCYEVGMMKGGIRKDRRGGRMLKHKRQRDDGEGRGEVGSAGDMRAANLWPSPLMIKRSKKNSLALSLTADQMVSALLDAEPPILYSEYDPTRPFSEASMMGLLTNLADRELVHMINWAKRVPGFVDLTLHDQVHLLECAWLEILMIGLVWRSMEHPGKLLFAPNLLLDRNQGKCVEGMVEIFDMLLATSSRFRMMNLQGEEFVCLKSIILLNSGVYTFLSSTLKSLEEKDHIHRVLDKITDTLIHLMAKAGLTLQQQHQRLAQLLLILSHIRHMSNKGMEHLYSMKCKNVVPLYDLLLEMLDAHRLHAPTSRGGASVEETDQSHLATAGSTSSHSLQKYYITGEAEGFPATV
PLK1 PBD inh: Plk1 (human) PBD binding inhibition; Plk1 PBD phosphopeptide binding, fluorescence polarization; inhibition, %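 (tested at about 20 µM)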; 0.13% of 97,000 active; AID 693; P53350; in the data active = inhibition above about 34%, passing the limit was not always enough
Mac1 fbg enh: increases human CD11b/CD18 adhesion to fibrinogen; P05107+P11215; K562 CD11b/CD18 adhesion to fibrinogen, ATPlite luminescence; activation, % at 10 µM; 0.07% of 93,000 active;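 active = 10 µM primary screen giving 50% or more activity, confirmed by 40% or more on retest at that dose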; note: strong numbers were not always called active
PLK1 kinase inh: inhibitors of human PLK1 kinase; 0.53% of 97,000 active; AID 619; P53350; recombinant PLK1 kinase, TR-FRET peptide phosphorylation; inhibition, % at 10 µM;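 active = inhibition of 50% or more in the single-concentration screen; inactive = inhibition below 50%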;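 note: 0% = DMSO max control and 100% = H-89 dihydrochloride min control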
ERb SRC1 inh: ER-beta (human) coactivator binding inhibition | Q92731 | TR-FRET ER-beta LBD / SRC1-Cy5 peptide binding; receptor agonist-loaded with 1 µM estradiol | inhibition, % at 25.6 µM | 1.3% of 86,000 active | AID 633;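 active = compounds whose percent inhibition of the receptor-coactivator binding signal exceeds about 50% in the single-dose screen, limit read from the data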;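 note: 0% = receptor plus peptide wells without compound and 100% = peptide-only wells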
Target sequence (Q92731 whole entry, looked up, the tested form may be a part): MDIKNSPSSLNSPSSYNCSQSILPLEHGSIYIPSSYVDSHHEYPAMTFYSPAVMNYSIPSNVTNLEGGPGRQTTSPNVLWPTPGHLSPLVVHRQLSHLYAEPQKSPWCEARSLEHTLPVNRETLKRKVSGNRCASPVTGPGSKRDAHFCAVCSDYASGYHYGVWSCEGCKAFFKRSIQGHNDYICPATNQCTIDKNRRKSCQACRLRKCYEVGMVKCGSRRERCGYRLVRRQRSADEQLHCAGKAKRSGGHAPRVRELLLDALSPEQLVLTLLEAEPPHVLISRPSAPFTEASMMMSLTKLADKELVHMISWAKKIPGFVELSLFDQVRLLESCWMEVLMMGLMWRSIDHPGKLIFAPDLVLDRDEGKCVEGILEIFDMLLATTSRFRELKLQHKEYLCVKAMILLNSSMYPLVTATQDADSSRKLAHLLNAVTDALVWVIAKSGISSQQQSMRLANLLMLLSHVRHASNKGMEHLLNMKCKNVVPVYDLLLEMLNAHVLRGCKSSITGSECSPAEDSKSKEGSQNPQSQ
CD11b adhes inh: blocks human CD11b/CD18 adhesion to fibrinogen | K562 CD11b/CD18 adhesion to fibrinogen, ATPlite luminescence; Mn2+ added to activate the integrin | 0.54% of 93,000 active | P05107+P11215 | inhibition, % at 10 µM;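 active = primary inhibition of 50% or more at 10 µM, then 40% or more on retest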; note: some results filed as inactive read as strong as hits
ERa SRC1 pot: ER-alpha (human) coactivator binding potentiation; TR-FRET ERalpha-LBD/SRC-Cy5 coactivator binding, 2 h; 100 = basal binding, no effect; 1.3% of 86,000 active; P03372; coactivator binding (% of control), % at 25.6 µM; in the data active = activity above about 200%;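 note: binding measured in presence of low estradiol as agonist stimulus; 0% = peptide alone without receptor and 100% = receptor with peptide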
Rev-RRE block: disrupts HIV-1 Rev binding to RRE RNA; P05866; Rev peptide-RRE RNA binding, FRET; inhibition, % at 8 µM; 0.79% of 97,000 active; AID 704;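 active = inhibition above the screen-wide mean plus 3 SD, cut at about 35% in these data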;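 note: 0% = median DMSO wells and 100% = median Neomycin B control wells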
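System: Cy5-labelled duplex RRE RNA binding fluorescein-labelled HIV Rev peptide; Signal: fluorescein-to-Cy5 FRET, 480 nm excitation; Also added: labelled Rev peptide; Compound: one concentration, 8 µM nominal; Buffer or medium: HEPES pH 7.5 salt buffer with EDTA; Read-out: % inhibition of FRET ratio versus controls; Schedule: 5 min preincubation and 15 min binding, 25 °C.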
Starred values were filed as active, the others as inactive; / = no result given; [ ] = another dose, or the depositor's remark.

SMILES	FAK inh	ERa coact inh	PLK1 PBD inh	Mac1 fbg enh	PLK1 kinase inh	ERb SRC1 inh	CD11b adhes inh	ERa SRC1 pot	Rev-RRE block
CCOC(=O)c1cnc(=O)[nH]c1C	/	-4	/	-2	/	-8	4	135	/
C[C@@H](Nc1nc(-c2ccccc2)nc2c1oc1ccccc12)C(=O)O	-10	-8	-24	-1	6	-14	16	114	0
CCCCN1CC(O)=C(c2nc(-c3ccc(Cl)cc3)cs2)C1=N	32*	64*[fluorescence artefact?]	-32	4	-7	38[fluorescence artefact?]	-16	256*[fluorescence artefact?]	13
COC(=O)C1=C(C)NC(=O)/C1=C\c1cc(C)n(-c2cccc(C)c2)c1C	1	-5[fluorescence artefact?]	-7	0	-3	-9	17	92[fluorescence artefact?]	0
Cc1ccc(CNC(=O)CN(C)S(=O)(=O)c2cccc3cccnc23)cc1	2	-2	0	3	-16	-7[fluorescence artefact?]	-18	103	0
COc1ccccc1-c1nc2n(n1)C(c1cccs1)C(C(=O)Nc1cccnc1)=C(C)N2 (stereo not drawn)	1	3	8	1	-6	-7[fluorescence artefact?]	-16	112	2
COC(=O)c1ccc(CSc2nnnn2Cc2ccccc2)cc1	0	-3	12	1	0	-1	11	124	6
COc1ccc(OC)c(C(c2nnnn2C2CCCC2)N2CCN(c3ccccc3F)CC2)c1 (stereo not drawn)	-2	-2	-23	8	-12	9[fluorescence artefact?]	-10	96	-1
CCCc1ccc(OCCNC(C)=O)cc1	3	0[fluorescence artefact?]	-10	/	-11	7	/	99	1
COc1ccc(C(=O)CSc2nc3ccccc3n2CC(=O)NC(C)(C)C)cc1	-3	/	-11	-4	-7	/	4	/	15
COc1cccc(/C=N/n2c(N)c(S(=O)(=O)c3cccs3)c3nc4ccccc4nc32)c1OC	2	/	11	23	-13	/	8	/	4
CCn1nnnc1SCC(=O)Nc1nc2ccc(OC)cc2s1	1	7	2	/	-3	4	/	72	9
CC(=O)Oc1ccc(C(=O)O)cc1OC(C)=O	0	-4	-10	-4	-7	1	-8	77	9
COC(=O)C1=C(C)OC(N)=C(C#N)C1c1ccccc1F (stereo not drawn)	1	-6	2	2	-6	8	8	99	3
O=C(Cn1nc(C(=O)O)c2ccccc2c1=O)NCC1CCCO1 (stereo not drawn)	/	4	/	4	/	1	-18	91	/
O=C(O)c1cccc(NS(=O)(=O)c2ccc3nnn(O)c3c2)c1	-2	-5	11	4	-1	-5	-37	113	6
Cn1c(CN2CCCC2)nc2cc(NC(=O)COc3ccc(Cl)cc3)ccc21	0	6	1	3	-1	6	-4	81[fluorescence artefact?]	1
CC(=O)c1cccc(NC(=O)CN(Cc2ccccc2)S(C)(=O)=O)c1	1	0	7	-2	-7	-4	-7	107	-2
COc1ccc(OCCC(=O)NC2=NCCS2)cc1	0	8	-1	1	-9	12	5	84	8
CCC(Sc1nc(C)cc(=O)[nH]1)C(=O)Nc1nc(-c2ccccc2)cs1 (stereo not drawn)	-1	-3	32	-3	-7	-3	26	84	4
CCOc1cc(/C=N/NC(=O)Cn2nc([N+](=O)[O-])cc2C)cc(Br)c1OCc1ccccc1C	-1	-3	-4	2	-10	-6	-13	91	12
O=C(CN(c1ccc2c(c1)OCCO2)S(=O)(=O)c1ccccc1)NCc1ccco1	-2	-5	-2	-2	-3	-6	-5	78[fluorescence artefact?]	5
CC(=O)Oc1ccc2oc(C)c(C(=O)N3CCOCC3)c2c1	-1	-26	2	-2	-11	-16	-4	109	3
Cc1ccc(C(=O)c2cn[nH]c2-c2cc(Cl)ccc2O)cc1	5	-1	-18	0	23	1	5	87[fluorescence artefact?]	11
COc1ccccc1N1CCN(c2cc(=O)n(-c3ccccc3Cl)c(=O)[nH]2)CC1	-3	1[fluorescence artefact?]	-2	2	-13	1[fluorescence artefact?]	1	184	6

Molecules listed so far that contain a furan ring, fused or not, in the order listed:
SMILES	FAK inh	ERa coact inh	PLK1 PBD inh	Mac1 fbg enh	PLK1 kinase inh	ERb SRC1 inh	CD11b adhes inh	ERa SRC1 pot	Rev-RRE block
C[C@@H](Nc1nc(-c2ccccc2)nc2c1oc1ccccc12)C(=O)O	-10	-8	-24	-1	6	-14	16	114	0
O=C(CN(c1ccc2c(c1)OCCO2)S(=O)(=O)c1ccccc1)NCc1ccco1	-2	-5	-2	-2	-3	-6	-5	78[fluorescence artefact?]	5
CC(=O)Oc1ccc2oc(C)c(C(=O)N3CCOCC3)c2c1	-1	-26	2	-2	-11	-16	-4	109	3

(next part)
SMILES	FAK inh	ERa coact inh	PLK1 PBD inh	Mac1 fbg enh	PLK1 kinase inh	ERb SRC1 inh	CD11b adhes inh	ERa SRC1 pot	Rev-RRE block
C(=N\c1nc2ccccc2n1CCN1CCCCC1)/c1ccc2c(c1)OCO2	-8	12[fluorescence artefact?]	17	4	-1	1[fluorescence artefact?]	-5	116	1
CC1(C(=O)OCC(=O)c2c[nH]c3ccccc23)CC1(Cl)Cl (stereo not drawn)	0	/	20	-3	5	/	0	/	1
N#CC1=C2SCC(O)(c3ccccc3)N2C(=O)CC1c1ccccc1 (stereo not drawn)	-2	3	-14	-3	-3	-15	17	109	5
COc1cc(NC(=O)c2ccco2)c(OC)cc1NC(=O)c1cc(OC)c(OC)c(OC)c1	-2	8	2	0	-4	12[fluorescence artefact?]	-3	106[fluorescence artefact?]	-6
C=CCN1C(=O)C(CC(=O)Nc2ccc(OC)cc2)N(Cc2ccco2)C1=S (stereo not drawn)	-2	/	-34	/	1	/	/	/	-5
Cc1cc(C(=O)N/N=C/C=C/c2ccc3c(c2)OCO3)n[nH]1	-1	/	35	/	-8	/	/	/	0
CC1(C)CC(=O)N(CC(=O)NC2CCCC2)c2ccccc2S1(=O)=O	-3	-5	-19	2	2	-3[fluorescence artefact?]	-6	115	-1
CC(c1ccccc1)N1CCn2c(nc3cc(NC(=O)NC4CCCCC4)ccc32)C1 (stereo not drawn)	6	6	-28	27	-14	-1	9	97	8
CC(=O)OC(C(=O)NC1CCCCC1)c1ccncc1 (stereo not drawn)	1	-2	12	/	-1	-3	/	113	7
C=CCSc1nnc(C)n1-c1ccc(Cl)cc1	0	-4	-4	1	-12	-4	-4	108	3
Cc1cccc2cc(CN(CC3CCCO3)C(=O)c3ccncc3)c(=O)[nH]c12 (stereo not drawn)	/	-19	/	-3	/	-5	-24	94	/
CNC(=O)c1snnc1-c1ccccc1	-3	1	-6	-4	-8	15	0	110[fluorescence artefact?]	7
c1coc(-c2nc(-c3ccncc3)no2)c1	0	-3	6	8	6	-5	-38	106	5
CCOc1ccc2[nH]c(C)c(CN3CCN(CC)CC3)c(=O)c2c1	3	-40	-3	-1	3	-10	8	124	12
Cc1cc(C(=O)Nc2nc3c(s2)CCCC3)cs1	/	-2	/	1	/	19	9	104	/
CCOc1ccc2c(c1)sc1nc(C(=O)OC)cc(=O)n12	0	3	-31	/	-14	6	/	112	11
CC(C)CCNC(=O)c1cccc(C(=O)NCCC(C)C)c1	-1	8[fluorescence artefact?]	1	-6	-10	-2[fluorescence artefact?]	-5	118[fluorescence artefact?]	4
CC(C)Cn1c(-c2cccs2)nc2nc3ccccc3nc21	4	19[fluorescence artefact?]	23	-2	1	31[fluorescence artefact?]	8	103	8
Cc1cccc(-n2c(C)n[nH]c2=S)c1	3	/	8	/	-5	/	/	/	6
Cc1ccc2nc(C)cc(NCCO)c2c1	0	/	-5	5	-9	/	-12	/	12
CCOc1ccc(C2CC(c3ccccc3C)n3ncnc3N2)cc1 (stereo not drawn)	0	-1	-25	0	-5	-12	9	114	11
O=C(ON=C1CCN(c2ccc([N+](=O)[O-])cc2)CC1)c1ccccc1	1	/	6	1	-7	/	4	/	12
Cc1ccc(S(=O)(=O)N2CCOCC2)cc1NC(=O)c1cc2c(s1)CCC2	0	/	8	-6	-10	/	0	/	3
COc1cc(CNn2cn[nH]c2=S)cc(Cl)c1OCc1ccccc1	1	/	-9	/	-5	/	/	/	2
O=C1c2ccccc2C(=O)N1Cc1nc2ccccc2c(=O)n1CCCN1CCOCC1	2	-16	-19	2	-5	-6	14	107	0
More results follow.
SMILES	FAK inh	ERa coact inh	PLK1 PBD inh	Mac1 fbg enh	PLK1 kinase inh	ERb SRC1 inh	CD11b adhes inh	ERa SRC1 pot	Rev-RRE block
COc1ccc(/C=C(/NC(=O)c2ccc(C)cc2)c2nc3ccccc3[nH]2)cc1OC	3	/	-43	/	-9	/	/	/	1
CCN(CC)S(=O)(=O)c1ccc(NC2c3ccccc3C(=O)N2c2ccc(C)cn2)cc1 (stereo not drawn)	5	6	1	-2	-11	15	-20	104[fluorescence artefact?]	17
COc1ccc(-n2c(Cc3cc(=O)[nH]c(=O)[nH]3)nnc2SCC(=O)N2CCC(C)CC2)cc1	3	-6	-17	-13	-4	-11[fluorescence artefact?]	3	127	3
CCc1ccc(C(=O)NCC2COc3ccccc3O2)o1 (stereo not drawn)	/	-7	/	0	/	-12	-6	100	/
CCOc1ccc(C2=Nc3ccccc3C(c3ccc(N4CCOCC4)cc3)=NN2)cc1	8	/	-13	/	-4	/	/	/	2
CC(C)N(C(=O)COC(=O)c1ccccc1C(=O)N1CCN(c2ccc(F)cc2)CC1)C(C)C	1	5	-3	-4	-5	6[fluorescence artefact?]	3	110	10
CCCc1cc(C(=O)NCC(C)C)no1	0	4	-17	-2	-20	-4	-7	107[fluorescence artefact?]	3
CC(C)Oc1ccc(C(=O)Nc2ccc(NC(=O)c3ccco3)c(Cl)c2)cc1	-10	-9	-24	/	-11	-22	/	125	1
CCOC(=O)CSc1nc(C)c2ccccc2n1	1	0[fluorescence artefact?]	-24	-2	-14	-5[fluorescence artefact?]	14	105	5
Cn1c(=NC(=O)CN2C(=O)C3CC=CCC3C2=O)sc2ccccc21 (stereo not drawn)	1	13	14	-2	-10	26	2	77[fluorescence artefact?]	4
O=S(=O)(NCCc1csc(-c2cccnc2)n1)c1ccc(Cl)s1	16	83*	-19	6	2	41[fluorescence artefact?]	29	32[fluorescence artefact?]	12
COc1ccc2c(CC(=O)N3CCc4ccccc43)coc2c1	4	5[fluorescence artefact?]	-1	-1	-4	3[fluorescence artefact?]	12	120	10
COc1ccccc1N(CC(=O)Nc1cc(C)on1)S(=O)(=O)c1ccc(Cl)cc1	3	/	19	-1	-5	/	3	/	16
CCC(C)c1ccc(-c2cc(C(=O)OCC(=O)Nc3cc(C)on3)c3ccccc3n2)cc1 (stereo not drawn)	0	4	-15	2	1	1	-25	109	15
CCCOC(=O)c1ccc(Oc2c(-c3ccc(O)cc3O)n[nH]c2C)cc1	3	-3	-4	-6	1	-10[fluorescence artefact?]	45	50[fluorescence artefact?]	14
COc1cc(-c2nnc(SCC#CCO)o2)cc(OC)c1OC	-3	1	5	-2	-9	2	-11	105	3
COc1ccc(-c2nnc3sc(-c4ccccn4)nn23)cc1	/	3	/	-4	/	10[fluorescence artefact?]	-2	104	/
O=C(C/C=N/OCc1ccccc1F)c1cnc(-c2ccc(Cl)cc2)s1	-3	/	-38	/	-10	/	/	/	4
Cc1cccc2c1OCC/C2=N\NC(=O)COc1ccccc1Cl	-4	/	4	/	-12	/	/	/	-1
CN(C)/C=N/c1c(C#N)nnn1Cc1ccccc1	-6	-6	-30	-2	-10	-6[fluorescence artefact?]	9	83	1
CC(C)NC(=O)c1ccc(Sc2ccccc2)c([N+](=O)[O-])c1	0	/	-4	-1	0	/	7	/	4

Printed as active in ERa SRC1 pot, among the entries above:
SMILES	FAK inh	ERa coact inh	PLK1 PBD inh	Mac1 fbg enh	PLK1 kinase inh	ERb SRC1 inh	CD11b adhes inh	ERa SRC1 pot	Rev-RRE block
CCCCN1CC(O)=C(c2nc(-c3ccc(Cl)cc3)cs2)C1=N	32*	64*[fluorescence artefact?]	-32	4	-7	38[fluorescence artefact?]	-16	256*[fluorescence artefact?]	13
